PPARg SRC-2 ag: agonists of SRC-2 recruitment by human PPARgamma | actives 0.34% (n = 200,000) | activation, % at 8 µM | P37231 | PPARgamma LBD-SRC-2 recruitment, biochemical; in the data active = activation above about 22%;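 also: 0% = vehicle and 100% = reference agonist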
Target sequence (P37231 whole entry, looked up, the tested form may be a part): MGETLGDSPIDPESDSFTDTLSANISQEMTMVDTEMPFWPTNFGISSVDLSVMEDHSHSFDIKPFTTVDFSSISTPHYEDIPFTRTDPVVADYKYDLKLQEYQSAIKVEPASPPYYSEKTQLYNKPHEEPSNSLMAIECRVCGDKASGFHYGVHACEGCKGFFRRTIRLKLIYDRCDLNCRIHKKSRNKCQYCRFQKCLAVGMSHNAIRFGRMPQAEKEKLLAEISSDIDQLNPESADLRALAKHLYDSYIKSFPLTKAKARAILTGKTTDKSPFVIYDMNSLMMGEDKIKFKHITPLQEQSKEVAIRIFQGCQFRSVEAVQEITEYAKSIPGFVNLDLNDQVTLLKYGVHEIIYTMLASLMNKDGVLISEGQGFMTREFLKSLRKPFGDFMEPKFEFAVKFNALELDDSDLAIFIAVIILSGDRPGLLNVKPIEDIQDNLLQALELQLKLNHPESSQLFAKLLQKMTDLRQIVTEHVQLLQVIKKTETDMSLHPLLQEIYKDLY
PPARg SRC-1 ag: promotes SRC-1 coactivator recruitment by human PPARgamma; PPARgamma-SRC-1 coactivator recruitment biochemical assay; activation, % at 8 µM; actives 0.41% (n = 200,000); AID 631; in the data active = activation above about 19%;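 also: 0% = DMSO and 100% = reference agonist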
ROMK mod: modulators of human ROMK potassium channel; P48048; Tet-inducible ROMK, thallium flux fluorescence; actives lie on both sides; B-score at 10 µM; actives 2% (n = 130,000); AID 1918;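 active = signal ratio slope over the read window, or its plate-corrected B-score, at least 3 SD from the plate mean, either direction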;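 also: B-score of the F/F0 ratio slope over 7 to 12 s after thallium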
PPARg SRC3 recr: PPARgamma-driven SRC-3 recruitment agonism. P37231. biochemical PPARgamma/SRC-3 coactivator recruitment assay. activation, % at 8 µM. actives 0.26% (n = 200,000). AID 731; in the data active = activation above about 23%;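 also: 0% = DMSO and 100% = reference agonist; some compounds past the cut are filed as inactive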
STAT1 inh: inhibitors of IFN-gamma induced STAT1 signaling. NIH 3T3 STAT1-luciferase reporter, luminescence. inhibition, % at 5.5 µM. actives 0.35% (n = 200,000). AID 920;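 active = inhibition above a set limit, the mean inhibition across all tested compounds plus 3 SD, cut at about 34% in these data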;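 also: 0% = IFN-gamma with DMSO and 100% = IFN-gamma with 300 µM nifuroxazide; values of inactives mirror those of a sister screen read the other way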
STAT3 inh: reduces IL-6 driven STAT3 reporter signal; U3A cells, IL-6 STAT3-luciferase reporter, luminescence; host cell line lacks STAT1; inhibition, % at 5.5 µM; actives 0.89% (n = 190,000); AID 862;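 active = inhibition above the mean inhibition across all screened compounds plus 3 SD, cut at about 44% in these data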;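 also: 0% = DMSO only wells and 100% = 100 µM nifuroxazide control wells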
STAT3 activator: activators of IL-6 induced STAT3 signaling; actives 0.91% (n = 190,000); AID 871; activation (% of control), % at 5.6 µM; U3A cells, IL-6 STAT3-luciferase reporter, luminescence; 100% = signal with IL-6 EC80 alone;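 active = activation above the screen-wide mean of compound activation plus 3 SD, cut at about 130% in these data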;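 also: 0% = background luminescence of wells with medium and substrate only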
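Test system: human U3A cells carrying STAT3-luciferase construct; control set: IL-6-only wells as 100% reference; timing: compound pre-incubation 1 h before IL-6, then 6 h stimulation at 37 °C; also added: IL-6 stimulus at 33 ng/mL final; evaluation: % activation versus median of IL-6-stimulated wells; detection: reporter luminescence signal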
TR-FRET SRC-2 ct: TR-FRET artefact, counter-screen to PPARgamma/SRC-2 agonist assay; actives 0.4% (n = 200,000); TR-FRET ratio at 8 µM; hits give high values; in the data active = TR-FRET ratio above about 2000; also: inactives centre near 1500
TNAP act hi DEA: increases human TNAP activity under high phosphate acceptor concentration. P05186. activation factor at 20 µM. 200,000 tested, under 10 active. purified TNAP, CDP-star luminescence, 1 M DEA, 30 min; hits give high values; 0 = EDTA background, 1 = DMSO-only activity;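 active = activation factor at least 2 at 20 µM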
Target sequence (P05186 whole entry, looked up): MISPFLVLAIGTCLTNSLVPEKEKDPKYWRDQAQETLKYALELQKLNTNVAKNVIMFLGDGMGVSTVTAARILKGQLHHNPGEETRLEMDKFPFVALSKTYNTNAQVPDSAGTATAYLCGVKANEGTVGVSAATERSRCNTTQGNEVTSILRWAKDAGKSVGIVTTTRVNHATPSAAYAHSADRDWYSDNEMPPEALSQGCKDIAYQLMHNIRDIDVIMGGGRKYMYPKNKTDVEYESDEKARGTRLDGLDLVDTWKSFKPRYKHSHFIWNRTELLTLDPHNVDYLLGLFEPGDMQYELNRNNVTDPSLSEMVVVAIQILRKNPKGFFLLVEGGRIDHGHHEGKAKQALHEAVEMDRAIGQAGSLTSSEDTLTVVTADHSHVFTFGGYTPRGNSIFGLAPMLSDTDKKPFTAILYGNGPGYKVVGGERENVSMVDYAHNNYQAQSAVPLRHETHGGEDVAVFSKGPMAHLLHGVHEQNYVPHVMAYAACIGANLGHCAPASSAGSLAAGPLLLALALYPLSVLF
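system = human TNAP | amount = enzyme diluted 1/800 final | reagent = 100 µM CDP-star substrate | signal = luminescent substrate turnover signal | dosing = one dose, 20 µM | benchmarks = EDTA negative control, DMSO positive control | measure = activation factor | timing = 30 min reaction, room temperature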
bIAP activator: intestinal alkaline phosphatase (bovine) activation. purified bovine IAP, CDP-star luminescence, 30 min; hits give high values; fold of DMSO-control signal, blank-subtracted. activation factor at 20 µM. actives 0.17% (n = 200,000). AID 1016;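 active = activation factor of 2 or more at 20 µM, a signal rise over negative controls twice the positive control's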
bIAP inh: intestinal alkaline phosphatase (bovine) inhibition | AID 1019 | inhibition, % at 20 µM | purified bovine IAP, CDP-star luminescence, 30 min | 190,000 tested, under 10 active;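 active = over 50% inhibition of intestinal alkaline phosphatase at 20 µM in the single-dose screen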
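Incubation: 30 min reaction at room temperature / Material: purified bovine intestinal alkaline phosphatase (IAP) enzyme / Input: enzyme at 1/65,000,000 dilution / Dosing: 20 µM single dose / Signal: CDP-star luminescence signal / Reagent: CDP-star chemiluminescent phosphatase substrate, 30 µM final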
* marks the source's active call; other numbers are inactive results; x = not tested or not shown; & = joins results of further samples.

| SMILES | PPARg SRC-2 ag | PPARg SRC-1 ag | ROMK mod | PPARg SRC3 recr | STAT1 inh | STAT3 inh | STAT3 activator | TR-FRET SRC-2 ct | TNAP act hi DEA | bIAP activator | bIAP inh |
| --- | --- | --- | --- | --- | --- | --- | --- | --- | --- | --- | --- |
| CSc1c(CC(=O)Nc2ccccc2C(F)(F)F)n(Cc2ccccc2)c2ccccc12 | 1 | 3 | x | 1 | -7 | 0 | 105 | 1583 | 1 | 1 | 3 |
| CCC(=O)c1c[nH]c(C(=O)N2CCN(c3ccccc3)CC2)c1 | 7 | 4 | -0.56 | 2 | -11 | 16 | 91 | 1533 | 1.1 | 1 | 0 |
| CCCCCCCNC(=O)c1ccc(N2CCC3(CC2)OCCO3)c([N+](=O)[O-])c1 | -1 | 3 | -0.92 | 5 | -6 | -7 | 104 | 1558 | 0.9 | 1 | 2 |
| CCOC(=O)CN1C(=O)NC(C)(c2ccc(OC(F)F)cc2)C1=O (centres undefined) | 4 | -6 | x | -2 | 5 | 11 | 96 | 1470 | 1 | 1 | 1 |
| Nc1nnnn1/N=C/c1cccc(Oc2ccccc2)c1 | 0 | 0 | -2.1 | -5 | -2 | 6 | 99 | 1523 | 1 | 0.8 | 22 |
| COC(=O)c1ccc(OS(=O)(=O)N(C)C)cc1 | 7 | -4 | -0.13 | -1 | -34 | -10 | 115 | 1538 | 1 | 1.1 | -10 |
| C/C(CC(=O)Nc1cccc2c1CCCC2)=N\NC(=O)c1ccccc1N | -1 | -2 | x | -12 | -15 | -4 | 112 | 1672 | 1 | 1 | 0 |
| COc1ccc(C2=CC(=O)OC(C)(c3ccccc3)O2)cc1 (centres undefined) | 8 | -8 | 0.63 | 1 | 4 | -5 | 108 | 1695 | 1 | 0.9 | 7 |
| Cc1cc(O)ccc1N/C=C/c1onc(C)c1[N+](=O)[O-] | 5 | 1 | 0.079 | 1 | -38 | 3 | 104 | 1486 | 0.6 | 0.7 | 26 |
| CN(C)c1cccc(C(=O)Nc2ccc3nc4n(c(=O)c3c2)CCCCC4)c1 | 9 | 9 | x | 1 | -4 | 18 | 92 | 1663 | 1 | 1.1 | -9 |
| O=C(Cc1ccccc1)Nc1ccc(C(=O)O)cc1 | 8 | 2 | -0.6 | 4 | 8 | 1 | 100 | 1680 | 1 | 1.1 | -6 |
| CCOC(=O)N1CCN(C(=O)c2ccc(N(Cc3ccc(C)cc3)S(C)(=O)=O)cc2)CC1 | -1 | -4 | x | 15 | 3 | 6 | 97 | 1682 | 1 | 1 | 1 |
| CC(=O)c1cccc(Nc2cc(C)nc3c(C)cc(C)cc23)c1 | -11 | -4 | -0.95 | -5 | -6 | -6 | 103 | 1550 | 1.1 | 0.4 | x |
| O=C(NC(N1CCOCC1)C(Cl)(Cl)Cl)c1ccc(Br)cc1 (centres undefined) | -10 | 9 | 0.38 | -1 | 3 | 10 | 94 | 1650 | 1 | 1 | -2 |
| COc1ccc(CC(=O)O/N=C(\N)Cc2cccc3ccccc23)cc1OC | 1 | 4 | x | -4 | 13 | -20 | 112 | 1657 | 1 | 0.9 | 8 |
| Cc1ccc(N(Cc2cc3ccccc3[nH]c2=O)S(=O)(=O)c2ccccc2)cc1 | 1 | -7 | x | -8 | 7 | -12 | 106 | 1481 | 1 | 1.3 | -31 |
| CSc1nc(N2CCOCC2)c2c3c(sc2n1)CCCC3 | 10 | 6 | x | 2 | 11 | -10 | 111 | 1617 | 1 | 0.9 | 14 |
| CCN(C(=O)C1CCN(S(=O)(=O)c2cccc3nonc23)CC1)c1ccccc1 | -1 | 4 | x | 8 | -3 | 0 | 104 | 1707 | 1.1 | 1 | 1 |
| C=CCN1C(=O)NC(c2ccccc2)(C(F)(F)F)S/C1=C(\C#N)c1nnc(N2CCOCC2)n1-c1ccccc1 (centres undefined) | 1 | 0 | -2.2 | -4 | 21 | -7 | 110 | 1687 | 1 | 0.9 | 14 |
| COCCNCc1ccc(C(C)C)cc1 | 0 | 0 | 0.48 | 0 | -4 | 8 | 96 | 1602 | 1 | 1 | -3 |
| O=S(=O)(NCc1ccccc1Br)c1cccs1 | 3 | -2 | x | -9 | 2 | -4 | 104 | 1334 | 1 | 0.8 | 23 |
| Cc1ccc2c(c1)C(=O)c1c(C(=O)O)cccc1-2 | 3 | 4 | 0.69 | 0 | -4 | 4 | 98 | 1584 | 1.1 | 1 | -3 |
| COc1ccc(OCCOC(=O)Nc2ccccc2)cc1 | 0 | 2 | x | 4 | 2 | 17 | 92 | 1472 | 1 | 0.9 | 15 |
| Cc1cc(C)c[n+](-c2nc3ccccc3nc2C(=C=[N-])C#N)c1 | 9&3 | 10&6 | 0.67&-0.13 | 6&-1 | 5&0 | 4&-1 | 101&98 | 1644&1340 | 0.9&0.9 | 0.8&0.7 | 15&27 |
| Cn1nc(C(=O)NNc2c(F)c(F)cc(F)c2F)c2ccccc2c1=O | 5 | 9 | -0.28 | 5 | 7 | 22 | 87 | 1855 | 1.1 | 1.1 | -11 |
| Cc1cccc(NC(=O)c2oc3c(c2C)C(=O)CC(C)(C)C3)n1 | 6 | 6 | x | 1 | -1 | 0 | 102 | 1572 | 1 | 0.9 | 15 |
| COCCN=c1scc(-c2cc(OC)ccc2OC)n1/N=C/c1c[nH]c2ccccc12 | -1 | 10 | -0.073 | 1 | -16 | -2 | 104 | 1272 | 1 | 0.6 | 41 |
| O=C(CSc1nc2ccccc2c(=O)n1CCC(=O)N1CCN(c2ccccc2)CC1)NCC1CCCO1 (centres undefined) | 5 | 1 | -0.21 | 0 | 3 | 7 | 96 | 1646 | 1 | 1 | -2 |
| COc1ccc(NC2=NC3(CCCCC3)N=C(N)N2)cc1 | -10 | 6 | x | 1 | 3 | -2 | 106 | 1588 | 1 | 1.1 | -9 |
| Fc1ccccc1CN1CCCN(C(=S)Nc2cccc(Cl)c2)C1 | -6 | 2 | x | 2 | 12 | -8 | 110 | 1377 | 1.1 | 0.6 | 44 |
| CCOc1ccc(Cl)cc1S(=O)(=O)NCc1cccnc1 | 0 | -1 | 0.54 | -2 | 9 | 6 | 98 | 1419 | 1 | 1 | 3 |
| CCOC(=O)c1sc(C)c2c1NC(C)(c1cccc3ccccc13)NC2=O (centres undefined) | -2 | -1 | 0.013 | -6 | 5 | 3 | 98 | 1520 | 1 | 1.1 | -7 |
| Cn1c(=N)n(CC(=O)c2cccs2)c2ccccc21 | 5 | -6 | x | -1 | -36 | -36 | 137* | 1537 | 1 | 0.8 | 17 |
| CNC(=S)N/N=C(\C)c1ccc(N2CCOCC2)cc1 | 8 | 11 | x | 8 | 3 | 38 | 70 | 1732 | 0.9 | 0.9 | 8 |
| CC1(C)C(c2ccco2)=[N+]([O-])C2(CCCCC2=O)N1O (centres undefined) | 10 | -3 | -0.58 | 10 | -4 | -3 | 106 | 1545 | 1 | 1 | 1 |
| O=C(NCc1ccccn1)c1cc(-c2ccccc2)nc2ccccc12 | 6 | -4 | -0.66 | -3 | 2 | 7 | 97 | 1426 | 1 | 0.8 | 18 |
| Cc1nn(-c2ccccc2)c2c1/C(=N/O)CC(C)(C)C2 | 4 | 0 | x | -9 | -1 | -1 | 104 | 1595 | 1.1 | 0.9 | 7 |
| O=C(Cn1nc(C(F)(F)F)c2c1CCCC2)NCc1ccco1 | 2 | -2 | x | -10 | 3 | -2 | 104 | 1348 | 1 | 1 | 2 |
| O=C(Nc1ccc(-c2nc3ccccc3s2)cc1)c1cc(-n2cnnc2)ccc1Cl | 8 | -4 | x | 1 | 4 | 62* | 53 | 1614 | 1.1 | 0.9 | 6 |
| Cc1cccc(NC(=O)c2sc3nc(N)c(C#N)cc3c2N)c1 | 0 | 9 | x | 9 | -8 | -4 | 105 | 1654 | 1 | 0.8 | 22 |

Limited to STAT3 inh, for some of the entries so far:
SMILES,STAT3 inh
CC1(C)C(c2ccco2)=[N+]([O-])C2(CCCCC2=O)N1O (centres undefined),-3
Cn1c(=N)n(CC(=O)c2cccs2)c2ccccc21,-36

Remaining list, next part:
| SMILES | PPARg SRC-2 ag | PPARg SRC-1 ag | ROMK mod | PPARg SRC3 recr | STAT1 inh | STAT3 inh | STAT3 activator | TR-FRET SRC-2 ct | TNAP act hi DEA | bIAP activator | bIAP inh |
| --- | --- | --- | --- | --- | --- | --- | --- | --- | --- | --- | --- |
| COc1ccc(-n2c(=S)[nH]c3cc(C(=O)NCCCN4CCCC4=O)ccc3c2=O)cc1 | 5 | -1 | 0.27 | 2 | 8 | 8 | 96 | 1315 | 1 | 1.1 | -6 |
| COc1ccc(C(=O)N2CCN(c3ccc(C)cc3)CC2)cc1OC | -6 | 2 | x | -8 | 8 | 10 | 95 | 1405 | 1.1 | 0.9 | 11 |
| COC(=O)C1(C(=O)OC)Sc2ccccc2C1=O | 6 | -2 | x | -2 | 7 | 7 | 98 | 1585 | 1.1 | 0.9 | 12 |
| Cc1ccc(CCNC(=O)CC2Oc3ccc(C)cc3NC2=O)cc1 (centres undefined) | 12 | 2 | x | 13 | 4 | -2 | 106 | 1745 | 1 | 0.9 | 9 |
| CC(C)CC(NS(=O)(=O)c1ccc2c(c1)oc(=O)n2C)C(=O)N1CC=C(c2ccccc2)CC1 (centres undefined) | 7 | 8 | x | 9 | 9 | 3 | 104 | 1579 | 1 | 1 | 2 |
| COc1ccc(Br)cc1CN(C)CC(=O)Nc1c(Cl)ccc(C)c1Cl | -8 | -8 | x | 3 | 6 | 3 | 97 | 1564 | 1 | 0.8 | 20 |
| CCOC(=O)c1ccc(N=CC2=C(O)CC(C)(C)CC2=O)cc1 | 1 | 7 | x | 0 | -3 | -7 | 107 | 1439 | 1 | 0.9 | 10 |
| Cc1cc(C)n(CC(=O)N/N=C/c2ccc(C)o2)n1 | 8 | 15 | x | 12 | 2 | -4 | 106 | 1427 | 1 | 1 | 0 |
| COc1ccc(C(=O)NC2(C(F)(F)F)C(=O)N(Cc3ccco3)C3=C2C(=O)CC(C)(C)C3)cc1OC (centres undefined) | 2 | 4 | x | 3 | 9 | -1 | 104 | 1552 | 1 | 1.1 | -11 |
| Nc1ncnc2nc(SCc3ccc(Cl)cc3Cl)[nH]c12 | 12 | 6 | -1.4 | -3 | -6 | 3 | 96 | 1451 | 1.1 | 1.5 | -48 |
| Cc1ccc(-n2c(Cc3cccn3C)nnc2SCC(=O)NCc2ccco2)cc1 | -3 | -5 | x | -1 | 9 | 4 | 100 | 1426 | 1 | 1.2 | -16 |
| Cc1ccc(-n2c(C)cn(C(=O)c3ccccc3)c2=S)cc1 | -8 | -8 | x | -19 | 1 | 1 | 102 | 1473 | 1 | 1 | 2 |
| O=C(NCc1cccs1)C1CCCN1C(=O)NC1CCCCC1 (centres undefined) | -2 | -1 | 0.0027 | -7 | -1 | 1 | 102 | 1707 | 1.1 | 0.9 | 7 |
